aSyn UTR inh – MLPCN primary screen, SNCA 5' untranslated region | alpha-synuclein 5'UTR reporter, inhibitor activity | inhibition, % (tested at 7.5 µM) | actives 0.82% (n = 300,000) | AID 1813; in the data active = inhibition above about 60%; inconclusive = no clear call, values can overlap the other calls;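 also: H4 neuroglioblastoma cells stably carrying SNCA 5'UTR luciferase fusion; 0% = DMSO wells and 100% = positive control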
TRPC4 potent – TRPC4 (mouse) allosteric potentiation; Q9QUQ5; HEK293 TRPC4beta/mu-opioid, DAMGO EC20, Fluo-4 Ca2+ flux; stronger effect = higher value; B-score at 10 µM; actives 0.42% (n = 310,000); AID 2227;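 active = B-score of calcium response area above 5 SD of library B-scores, with initial fluorescence ratio within 5 SD of library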;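 also: B-score of integrated fluorescence ratio over time as area under calcium response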
Target sequence (Q9QUQ5 whole entry, looked up): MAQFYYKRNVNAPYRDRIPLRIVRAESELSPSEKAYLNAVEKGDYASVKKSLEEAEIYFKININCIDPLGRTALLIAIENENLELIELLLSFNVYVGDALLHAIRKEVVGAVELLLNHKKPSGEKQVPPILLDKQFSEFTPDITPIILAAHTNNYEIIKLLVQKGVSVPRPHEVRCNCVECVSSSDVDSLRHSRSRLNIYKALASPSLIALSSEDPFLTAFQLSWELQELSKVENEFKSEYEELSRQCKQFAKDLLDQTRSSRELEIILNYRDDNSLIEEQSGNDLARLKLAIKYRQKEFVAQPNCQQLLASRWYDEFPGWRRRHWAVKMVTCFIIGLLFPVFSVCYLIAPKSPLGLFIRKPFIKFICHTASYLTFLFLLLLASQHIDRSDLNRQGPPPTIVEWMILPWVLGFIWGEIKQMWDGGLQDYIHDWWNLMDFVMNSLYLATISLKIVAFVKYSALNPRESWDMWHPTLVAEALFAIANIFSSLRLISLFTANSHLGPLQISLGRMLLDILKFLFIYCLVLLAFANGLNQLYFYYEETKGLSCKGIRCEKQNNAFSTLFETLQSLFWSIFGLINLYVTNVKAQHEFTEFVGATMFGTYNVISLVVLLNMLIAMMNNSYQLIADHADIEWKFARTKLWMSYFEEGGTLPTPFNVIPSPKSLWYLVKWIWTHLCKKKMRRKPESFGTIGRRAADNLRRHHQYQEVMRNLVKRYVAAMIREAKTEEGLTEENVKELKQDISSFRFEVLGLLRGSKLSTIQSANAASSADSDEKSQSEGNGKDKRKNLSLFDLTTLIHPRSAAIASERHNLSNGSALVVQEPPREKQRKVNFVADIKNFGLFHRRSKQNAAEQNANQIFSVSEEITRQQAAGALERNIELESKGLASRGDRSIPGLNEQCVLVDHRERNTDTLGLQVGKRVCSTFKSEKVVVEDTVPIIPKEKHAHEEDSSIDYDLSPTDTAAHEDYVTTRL
TRPC4 agonist – activators of mouse TRPC4 channel; HEK293 TRPC4beta/mu-opioid, Fluo4 calcium fluorescence; stronger effect = higher value; B-score at 10 µM; actives 0.49% (n = 310,000);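 active = B-score above 5 SD of library B-scores, and initial fluorescence ratio not above library mean plus 5 SD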;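 also: positive B-score marks a calcium rise read as TRPC4 activation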
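Incubation: 45 min room-temperature Fluo4 loading, 110 s read / System: HEK293 cells stably co-expressing mouse TRPC4beta and mu-opioid receptor / Signal: Fluo4 fluorescence, kinetic / Control set: buffer (low) and maximal DAMGO (high) / Measure: integrated baseline-normalised fluorescence ratio, converted to per-well B score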
TRPC6 inh – mouse TRPC6 channel inhibition; HEK293-TRPC6, membrane potential dye, ACh-evoked depolarization; stronger effect = lower value; actives 1.1% (n = 310,000); B-score at 10 µM;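 active = B-score under library mean minus 3 SD, initial fluorescence not abnormally high, positive integrated signal ratio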;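 also: B-score derived from integrated fluorescence ratio over the kinetic read; more negative B-score means stronger inhibition of depolarization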
TRPC4 block – TRPC4 (mouse) channel inhibition | AID 2247 | actives 0.39% (n = 300,000) | Q9QUQ5 | HEK293 TRPC4beta/mu-opioid, DAMGO-evoked Fluo4 calcium flux; stronger effect = lower value | B-score at 10 µM;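 active = B-score over 3 SD under the library average, no early fluorescence shift, positive overall ratio signal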
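Assay system: HEK293 cells with stable TRPC4beta plus mu-opioid receptor expression. Dosing: single dose. Measured by: Fluo4 Ca2+ flux fluorescence. Also added: DAMGO in two steps, submaximal then maximal. Read-out: B score from integrated Fluo4 fluorescence ratio.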
SKKanGAS inh – SKKanGAS growth inhibition | S. pyogenes SKKanGAS, kanamycin growth, BacTiter-Glo, 6 h | inhibition, % at 7.5 µM | actives 1.3% (n = 300,000);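 active = mean replicate score, as percent of positive control median, at least 50; inconclusive = mean below 50 but one replicate at or above 50; inactive = mean and every replicate below 50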;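 also: strain carries kanamycin resistance gene driven by streptokinase promoter and grows in 40 µg/ml kanamycin; loss of luminescence reflects streptokinase promoter inhibition or plain growth inhibition; 0% = median of DMSO wells and 100% = positive control at its reference dose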
IEC-6 tox – IEC-6 cytotoxicity, counter-screen for KLF5 inhibitors. AID 1825. inhibition, % at 5 µM. actives 0.78% (n = 290,000). luminescence viability; in the data active = inhibition above about 22%;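 also: 0% = plate median of test compound wells and 100% = cytotoxic reference compound wells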
HIF activator – HIF pathway transcriptional activation | U2OS HRE-luciferase reporter, luminescence; normalized: DMSO 0%, desferrioxamine 100% | activation, % at 7.5 µM (by protocol) | actives 0.32% (n = 300,000) | AID 1910;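 active = mean activation of at least 10% of the iron chelator positive control signal, with at least half of replicates also reaching 10%; inconclusive = mean and replicate majority disagree about reaching 10%; inactive = mean and most replicates under 10%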
TRPC6 activator – activators of mouse TRPC6 channel; AID 2550; HEK293-TRPC6 membrane potential dye fluorescence; stronger effect = higher value; actives 0.13% (n = 310,000); Q61143; B-score at 10 µM;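 active = B-score of the integrated fluorescence ratio above library mean plus 3 SD, and starting fluorescence ratio within library mean plus 5 SD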;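 also: higher score means more depolarization so channel activation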
KLF5 inhibitor – suppresses KLF5 promoter-driven expression; inhibition, % at 5 µM; DLD-1 KLF5 promoter-luciferase reporter, luminescence; actives 0.23% (n = 290,000); AID 1700;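 active = inhibition above a per-plate limit of that plate's mean compound inhibition plus 3 SD, cut at about 60% in these data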;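 also: 0% = DMSO wells and 100% = LY294002 at 200 µM; higher means less KLF5 promoter-driven luciferase light; inactives centre near -14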
MrgX1 antag – human MrgX1 receptor antagonism, primary screen; actives 1.3% (n = 310,000); Q96LB2; AID 588676; B-score at 10 µM; MRGX1-HEK293 calcium flux, Fluo-4, BAM8-22 antagonism; stronger effect = lower value;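 active = calcium-response B-score plate-corrected more than 3 library SD below zero, starting fluorescence within 5 deviations, no agonist response on first addition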;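 also: peak minus trough fluorescence over baseline after final BAM8-22 challenge near maximal dose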
* hit, by the source's call; i = inactive; ? = inconclusive; . = no result given.

SMILES | aSyn UTR inh | TRPC4 potent | TRPC4 agonist | TRPC6 inh | TRPC4 block | SKKanGAS inh | IEC-6 tox | HIF activator | TRPC6 activator | KLF5 inhibitor | MrgX1 antag
Cc1cc(C)nc(/N=C(\N)N2CCc3ccccc32)n1 | -62 | i | i | -6.4* | i | -5 | -7 | 1.7 | i | -74 | i
Cc1ccc(C(=O)NCCn2cc(SCC(=O)N3CCOCC3)c3ccccc32)cc1 | -59 | i | i | i | i | -3 | -3 | 0.7 | i | -8 | i
COc1ccc(N2CC(C(=O)OCC(=O)Nc3cc(C)on3)CC2=O)cc1 (stereo unspecified) | -6 | i | i | i | i | 4 | -2 | 0.0 | i | 2 | i
CSc1ccccc1NC(=O)Nc1cccc(Cl)c1 | -57 | i | i | i | i | -1 | 0 | 1.7 | i | -33 | i
COc1ccc(C(C)=O)cc1CSc1nc2ccccc2o1 | 9 | i | i | i | i | 22 | -1 | -0.2 | i | -24 | i
COc1ccc(N(CC(=O)NC2CC2)S(=O)(=O)c2ccccc2)cc1 | 1 | i | i | i | i | -2 | 1 | -0.2 | i | -15 | i
O=C(Nc1ccc(-n2cccc2)cc1)C1CC1 | -17 | i | i | i | i | 4 | -2 | 0.4 | i | -9 | i
Cc1ccc(Nc2nc(Oc3ccc(OCc4ccccc4)nn3)nc(N3CCOCC3)n2)cc1 | 44 | i | i | i | i | 27 | -1 | -0.5 | i | 10 | i
CC(C)(C)NC(=O)NC(=O)COC(=O)CNS(=O)(=O)/C=C/c1ccccc1 | -12 | i | i | i | i | 1 | 3 | -0.3 | i | 7 | i
C[C@H](NC(=O)c1ccccc1Cl)C(=O)OCCOc1ccc(Cl)cc1 | -6 | i | i | i | i | 0 | -5 | 0.4 | i | 8 | i
NS(=O)(=O)c1ccc(CCNC(=O)c2ccc(Cl)s2)cc1 | -14 | i | i | i | i | -3 | -2 | -0.3 | i | -26 | i
COc1cc(NC(=O)C2CC(=O)NC3=C2C(=O)CCC3)c(OC)cc1Cl (stereo unspecified) | 8 | i | i | i | i | 5 | -3 | 0.0 | i | -31 | i
COc1c2c(cc3c1C(CC(O)Cc1ccccc1)N(C)CC3)OCO2 (stereo unspecified) | -5 | i | 96* | i | i | 8 | 11 | 1.0 | i | -13 | i
O=C1Oc2ccccc2C2(O)C3CCCCCC3C12 (stereo unspecified) | -5 | i | i | i | i | 1 | 3 | 0.0 | i | -4 | i
Cc1ccccc1NCc1ccc([N+](=O)[O-])s1 | 1 | i | i | i | i | 7 | -4 | 0.1 | i | -1 | i
O=[N+]([O-])c1ccc(N2CCN(C(=S)Nc3ccc(F)cc3F)CC2)cc1 | 28 | i | i | i | i | -10 | 1 | 0.7 | i | -25 | i
CCOC(=O)c1ccc(NC(=O)c2nc[nH]c2C(=O)N2CCN(C(=O)OC(C)(C)C)CC2)cc1 | 8 | i | i | i | i | 4 | . | 1.6 | i | . | .
c1ccc2c(c1)Cn1nnnc1-2 | -1 | i | i | i | i | -1 | 4 | -0.2 | i | -30 | i
CCN1CCN(Cc2ccc(NC(=O)c3cc(NC(=O)C(=O)c4c[nH]c5ccccc45)cc(OC)c3)cc2C(F)(F)F)CC1 | 117* | i | i | i | i | 99* | . | 0.4 | i | . | i
Cc1ccc(NC(=S)N(CCCN2CCC(C)CC2)Cc2ccco2)cc1 | -14 | i | i | i | i | 2 | -7 | 0.9 | i | -32 | i
CCCCC(O)(c1ccc(CC)cc1)C(CN1CCOCC1)c1ccccc1 (stereo unspecified) | 8 | i | i | i | i | 2 | -2 | -1.9 | i | 1 | i
COc1ccc(/C=N/NC(=O)c2ccc(NC(=O)c3cccc([N+](=O)[O-])c3)cc2)c(C(=O)O)c1OC | 16 | i | i | i | i | 2 | 3 | -0.2 | i | -17 | i
O=C(CSc1nnc(COc2ccccc2Cl)o1)NC(=O)NCc1ccco1 | 9 | i | i | i | i | -2 | -4 | -0.4 | i | 10 | i
O/N=C/c1cc(Br)ccc1OCc1cccc(F)c1 | -30 | i | i | i | i | 4 | 4 | 2.6 | i | -31 | i
CCCNC(=O)N1CCCC(C(=O)c2cccc(Cl)c2)C1 (stereo unspecified) | 7 | i | i | i | i | -7 | 5 | 0.3 | i | -26 | i
COc1ccc(C2C(C#N)=C(N)N(c3ncn[nH]3)C3=C2C(=O)CCC3)cc1 (stereo unspecified) | 7 | i | i | i | i | -12 | -2 | 0.1 | i | 6 | i
O=S(=O)(c1ccccc1)N1CCN(Cc2ccccc2)CC1 | -4 | i | i | i | i | 0 | -4 | -0.9 | i | -15 | i
Cc1ccccc1NCc1nc2ccccc2n1C | -126 | i | i | i | i | 6 | 5 | 2.0 | i | -154 | i
CCOC(=O)c1ccc(N2C(=O)CC(Sc3ncccn3)C2=O)cc1 (stereo unspecified) | -2 | i | i | i | i | -2 | -4 | 0.3 | i | -11 | i
CCOc1cc(C(C#N)N2CCOCC2)ccc1OC (stereo unspecified) | -3 | i | i | i | i | -5 | -2 | -0.4 | i | -57 | i
CC(=O)Nc1ccc(S(=O)(=O)N2CCOCC2)cc1 | 4 | i | i | i | i | 6 | 5 | -0.4 | i | 4 | i
O=C(CSc1nnc(-c2cccs2)o1)OC1CCCCC1 | 13 | i | i | i | i | 0 | 7 | 0.2 | i | -8 | i
O=C(COC(=O)c1cc(Cl)ccc1O)NCC1CCCO1 (stereo unspecified) | 2 | i | i | i | i | 12 | . | -0.2 | i | . | i
COc1cc(S(=O)(=O)n2ccc(C)n2)ccc1Cl | 1 | i | i | i | i | 0 | -8 | 0.2 | i | -20 | i
O=S(=O)(NCC(c1ccccc1)N1CCNCC1)c1ccc(Cl)cc1 (stereo unspecified) | -23 | i | i | i | i | -15 | 1 | -0.3 | i | 5 | i
Cc1ccccc1Cn1cc(NC(=O)CSc2nc3c(c(C(F)(F)F)n2)CCc2ccccc2-3)cn1 | 1 | i | i | i | i | 8 | -5 | 0.0 | i | -33 | i
O=C(NCCCN1CCN(c2ccccc2F)CC1)Nc1ccc(F)cc1 | 7 | i | i | i | i | -2 | -6 | 1.1 | i | 19 | i
O=C(Cn1c2ccc(F)cc2c2nc3n(c(=O)c21)CCS3)NC1CCCC1 | 2 | i | i | i | i | 6 | 2 | 1.1 | i | -9 | i
CCN(CC)CCNC(=O)Cc1c(C(=O)O)n(C)c2ccccc12 | 4 | i | i | i | i | 9 | 6 | -2.5 | i | -38 | i
C[N+](C)(C)c1ccc(/C=N/Nc2nc(Cl)c(C#N)c(Cl)c2Cl)cc1 | -47 | i | i | i | i | ? | 0 | -1.2 | i | 0 | i
CN(C)c1ccc(C(CNC(=O)c2ccco2)N2CCCC2)cc1 (stereo unspecified) | 2 | i | i | i | i | -2 | 0 | -0.1 | i | -88 | i
Cc1ccnc(S(=O)(=O)Cc2ccc([N+](=O)[O-])cc2)n1 | -70 | i | i | i | i | 4 | 9 | 0.6 | i | -45 | i
COC(=O)C(C)N(C#N)c1nc(C)nc(C)n1 (stereo unspecified) | . | i | i | i | i | 3 | 1 | . | i | 9 | i
COCC(C)n1c(SCc2cc(=O)n3cc(C)ccc3n2)nc2ccccc2c1=O (stereo unspecified) | 64* | i | i | i | i | -1 | 20 | 0.0 | i | -13 | i
Cc1cccc(NC(=S)NC2CCCCCC2)c1C | -8 | i | i | i | i | -1 | -6 | 0.1 | i | -21 | i
S=C(NCCN1CCOCC1)Nc1ccc(Br)cc1 | -46 | i | i | i | i | 1 | 1 | -0.5 | i | -16 | i
CCN(CC)CCCNC(=O)C1c2ccccc2Oc2ccccc21 | 24 | i | i | i | i | -4 | 3 | -0.1 | i | 17 | i
COc1ccc(NC(=O)CN(C)C(=O)C2CC(=O)N(Cc3ccc(C)cc3)C2)cc1 (stereo unspecified) | 0 | i | i | i | i | -4 | . | 0.3 | i | . | i
Cc1nc(NCc2cccnc2)c2c3c(sc2n1)CCCC3 | -3 | i | i | i | i | 5 | 5 | -0.1 | i | -4 | i
Cc1c(NC2=C(Cl)C(=O)N(c3ccccc3Cl)C2=O)c(=O)n(-c2ccccc2)n1C | -18 | i | i | i | i | 5 | -4 | 0.2 | i | -7 | i
Cc1ccc(C)c(NC(=O)C(=O)NCCc2c[nH]c3ccccc23)c1 | 7 | i | i | i | i | -11 | 0 | -0.1 | i | 5 | i
COc1ccccc1OCCNC(=O)C(c1ccccc1)c1ccccc1 | -2 | i | i | i | i | 3 | -3 | 0.1 | i | -7 | i
Clc1ccccc1OCCN1CCC(Cc2ccccc2)CC1 | 15 | i | i | i | i | -1 | 5 | -0.1 | i | -7 | i
COC(=O)C1=NNC2(c3ccc(C)cc3)C(=O)N(c3ccc(C)cc3)C(=O)C12 (stereo unspecified) | 3 | i | i | i | i | 8 | -1 | -0.3 | i | -8 | i
c1ccc(Cn2c(Sc3nnnn3-c3ccccc3)nnc2-c2ccccc2)cc1 | -74 | i | i | i | i | -3 | -7 | -0.6 | i | -31 | i
C=CCn1c(NCc2c[nH]c3ccccc23)nc2ccccc21 | -60 | i | i | i | i | -3 | 0 | 1.3 | i | -18 | i
O=C(NNC1=NCCC1)c1cccc(Br)c1 | 12 | i | i | i | i | -5 | -4 | -0.5 | i | -21 | i
O=C(Cn1cnc2ccccc2c1=O)Nc1ccc(S(=O)(=O)N2CCCC2)cc1 | -5 | i | i | i | i | 3 | -1 | -0.4 | i | 5 | i
CCC(C)(C)NC(=O)CN(Cc1ccc2c(c1)OCO2)C(=O)CCC(=O)Nc1cc(C)ccn1 | -14 | i | i | i | i | 3 | -10 | -0.7 | i | -32 | i
Cc1cccc(C(=O)NCCc2ccc(S(N)(=O)=O)cc2)c1[N+](=O)[O-] | -9 | i | i | i | i | -11 | -4 | 0.1 | i | 9 | i

2 entries picked at random from those above, as already listed:
SMILES | aSyn UTR inh | TRPC4 potent | TRPC4 agonist | TRPC6 inh | TRPC4 block | SKKanGAS inh | IEC-6 tox | HIF activator | TRPC6 activator | KLF5 inhibitor | MrgX1 antag
COC(=O)C1=NNC2(c3ccc(C)cc3)C(=O)N(c3ccc(C)cc3)C(=O)C12 (stereo unspecified) | 3 | i | i | i | i | 8 | -1 | -0.3 | i | -8 | i
C=CCn1c(NCc2c[nH]c3ccccc23)nc2ccccc21 | -60 | i | i | i | i | -3 | 0 | 1.3 | i | -18 | i

Screens: PubChem, several laboratories
